High-throughput results (PubChem)
TIM10 inh = growth inhibitors of isogenic TIM10 control yeast, primary screen, counter-screen for tim10-1 yeast inhibitor project, luminescence, uHTS. 330,000 compounds, 1.4% hits. AID 463195, 2010. S. cerevisiae TIM10 strain growth, BacTiter-Glo luminescence, 24 h. inhibition, % at 10 µM;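 active = inhibition of 40% or more at the single tested concentration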;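 note: wild-type TIM10 isogenic control strain grown at permissive 25 °C; 0% = DMSO yeast wells and 100% = minimal medium wells without yeast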
tim10-1 inh = growth inhibitors of tim10-1 mutant yeast, primary screen, luminescence, uHTS; S. cerevisiae tim10-1 ts strain growth, BacTiter-Glo, 24 h; 330,000 compounds, 2.2% hits; inhibition, % at 20 µM;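 active = inhibition of at least 40%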;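 note: mutant grown at 25 °C; 0% = DMSO wells with yeast and 100% = wells holding no yeast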
NALP3 yeast inh = NALP3 inflammasome inhibitors in reconstituted yeast, primary screen, luminescence, uHTS. AID 2825, 2010. 330,000 compounds, 0.39% hits. inhibition, % at 10 µM. Yeast reconstituted NLRP3/ASC/caspase-1, beta-gal luminescence, 24 h;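 active = inhibition of 50% or more; inactive = inhibition below 50%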;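 note: plate controls were induced DMSO wells for no effect and uninduced yeast grown without galactose for full effect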
NR3A LBD binder = binders of NR3A ligand-binding domain, primary screen, biophysical, differential scanning fluorimetry, uHTS. Glutamate receptor ionotropic, NMDA 3A (GRIN3A) ligand-binding domain. NR3A LBD differential scanning fluorimetry, Tm shift; 0% = protein alone, 100% = glycine-bound protein. Tm shift relative to glycine control, % at 25 µM. 340,000 compounds, 2.5% hits;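 active = melting temperature shift of at least 10% of the positive control shift, at one fixed dose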
APJ ag = agonists of human apelin receptor APJ, primary screen, CHO-K1 cells, PathHunter beta-arrestin, luminescence; P35414; 0% DMSO wells, 100% apelin; activation, % at 20 µM; 330,000 compounds, 0.11% hits;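 active = activation more than six SD over the plate average, tested at 20 µM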;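 note: 0% = DMSO alone and 100% = apelin-13 at 10 nM; some results filed as inactive read as strong as hits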
Target sequence (P35414 whole entry, looked up): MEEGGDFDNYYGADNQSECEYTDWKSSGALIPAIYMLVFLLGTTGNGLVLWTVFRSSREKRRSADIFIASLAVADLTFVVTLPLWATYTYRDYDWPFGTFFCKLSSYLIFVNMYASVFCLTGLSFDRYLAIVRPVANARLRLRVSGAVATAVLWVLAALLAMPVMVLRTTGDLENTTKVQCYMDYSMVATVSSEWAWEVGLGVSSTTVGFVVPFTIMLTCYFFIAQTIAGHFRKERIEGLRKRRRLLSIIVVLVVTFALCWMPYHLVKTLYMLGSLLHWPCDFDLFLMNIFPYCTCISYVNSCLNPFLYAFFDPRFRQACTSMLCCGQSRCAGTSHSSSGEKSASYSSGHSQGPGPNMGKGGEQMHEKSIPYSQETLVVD
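Material: CHO-K1 APJ beta-arrestin complementation cell line; Input: cell density 1000 per well; Incubation: compound stimulation 90 min at 25 °C, detection 60 min; Signal: luminescence from split beta-galactosidase complementation, Galacton Star/Emerald II substrate; Controls: DMSO-only wells as negative, 10 nM Apelin-13 as positive control.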
MPTP block = mitochondrial permeability transition pore inhibitors, primary screen, biochemical, isolated mouse mitochondria, absorbance | Ca2+ swelling absorbance, 30 min | inhibition, % at 10 µM | 360,000 compounds, 1.4% hits | AID 602449, 2012;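 active = inhibition of 50% or more, scaled per plate between neutral and stimulator controls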;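 note: 0% = DMSO wells given calcium and 100% = 1 mM EGTA wells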
tim23-1 inh = growth inhibitors of tim23-1 mutant yeast, primary screen, luminescence, uHTS; S. cerevisiae tim23-1 growth, BacTiter-Glo luminescence, 24 h; inhibition, % at 20 µM; 330,000 compounds, 1.3% hits; AID 463212, 2010;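 active = growth inhibition of the mutant yeast at or above 50%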;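 note: temperature-sensitive mutant grown at 25 °C; plate controls were DMSO-treated mutant yeast for no effect and medium wells lacking yeast for full effect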
beta cell repl = inducers of MIN6 beta-cell proliferation, primary screen, ATP luminescence, uHTS. MIN6 cells proliferation, ATPlite luminescence, 48 h; cells starved in 0.2% serum; 100% = growth in 10% serum. proliferation, % at 10 µM. 330,000 compounds, 0.29% hits. AID 2380, 2010;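 active = compounds whose signal lies at least 3.5 SD above the mean of all wells on their plate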;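 note: 0% = DMSO-treated cells in low-serum medium and 100% = 10% serum control; some compounds called inactive have numbers as strong as hits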
APJ antag = antagonists of human apelin receptor APJ, primary screen, CHO-K1 cells, beta-arrestin complementation, luminescence | inhibition, % at 20 µM | 330,000 compounds, 0.32% hits;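 active = inhibition above about 40% at 20 µM, limit read from the data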;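 note: cells challenged with 10 nM apelin-13 agonist together with compound; plate controls were apelin-13 plus DMSO wells for no effect and DMSO wells lacking apelin-13 for full effect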
An asterisk follows results filed as active; / = no result given.

1. O=C(CNC(=O)c1ccccc1Cl)NCCc1cccs1
2. O=C(N/N=C/C1CC2CCC1C2)c1ccc2c(c1)OCO2 (centres undefined)
3. C/C(=N\Nc1nc(-c2ccc(C)cc2C)cs1)c1cc2ccccc2oc1=O
4. CCOCCCNC(c1ccccc1)c1ccncc1 (centres undefined)
5. CSc1ccccc1NC(=O)c1ccc2c(c1)CCN2S(C)(=O)=O
6. COC(=O)c1cn(-c2ccccc2)nc1-c1cccnc1
7. CCNC(=O)NC(=O)C(C)N1C(=O)NC(c2ccccc2)(c2ccccc2)C1=O (centres undefined)
8. Cn1c(N)c(C(=O)COC(=O)/C=C/c2ccccc2Cl)c(=O)n(C)c1=O
Compound | 1 | 2 | 3 | 4 | 5 | 6 | 7 | 8
TIM10 inh | -9 | 10 | -2 | 1 | 0 | 11 | 10 | 10
tim10-1 inh | 7 | 12 | 5 | 9 | 15 | 28 | 0 | 22
NALP3 yeast inh | 17 | 16 | 9 | 7 | 3 | 27 | 6 | 10
NR3A LBD binder | 0 | 3 | -16 | -4 | 1 | -1 | 0 | -3
APJ ag | -3 | 4 | -8 | -2 | -3 | 1 | 2 | -4
MPTP block | 0.8 | -0.8 | -2.0 | -0.5 | 0.1 | 0.4 | 2.2 | 0.3
tim23-1 inh | 12 | 8 | 19 | 13 | 7 | 35 | 10 | 27
beta cell repl | 1 | 0 | 0 | -4 | 4 | -1 | -2 | -1
APJ antag | -2 | 7 | 13 | -9 | -9 | -16 | 24 | 6

Three of the entries above in order of the MPTP block value, highest first.
No. | structure | MPTP block
7 | CCNC(=O)NC(=O)C(C)N1C(=O)NC(c2ccccc2)(c2ccccc2)C1=O (centres undefined) | 2.2
1 | O=C(CNC(=O)c1ccccc1Cl)NCCc1cccs1 | 0.8
3 | C/C(=N\Nc1nc(-c2ccc(C)cc2C)cs1)c1cc2ccccc2oc1=O | -2.0

Filtered by structure, the entries above with a Cl atom
1. O=C(CNC(=O)c1ccccc1Cl)NCCc1cccs1
8. Cn1c(N)c(C(=O)COC(=O)/C=C/c2ccccc2Cl)c(=O)n(C)c1=O
Compound | 1 | 8
TIM10 inh | -9 | 10
tim10-1 inh | 7 | 22
NALP3 yeast inh | 17 | 10
NR3A LBD binder | 0 | -3
APJ ag | -3 | -4
MPTP block | 0.8 | 0.3
tim23-1 inh | 12 | 27
beta cell repl | 1 | -1
APJ antag | -2 | 6

Additional structures follow.
9. COc1cccc(-c2nnc(SCc3nc4ccccc4[nH]3)n2N)c1
10. COc1ccc2cc(CN(Cc3cccs3)Cc3nnnn3Cc3ccccc3)c(=O)[nH]c2c1
11. CSc1nc(=NC(C)=O)ss1
12. COc1ccccc1C(C)NC(=O)Cc1ccsc1 (centres undefined)
13. Cc1cccc(-n2c(C)cc(C(=O)NC3CCCCC3)c2C)c1
14. Cc1nnc(NCc2ccco2)c2ccccc12
15. COc1ccc(CN2C(=O)NC3(CCCCCC3)C2=O)cc1F
16. CC1(OC(=O)c2cccs2)C(=O)C=C2C=C(c3ccsc3)OC=C2C1=O (centres undefined)
Compound | 9 | 10 | 11 | 12 | 13 | 14 | 15 | 16
TIM10 inh | -15 | 20 | 8 | 5 | 3 | -10 | 6 | -6
tim10-1 inh | 16 | 25 | 11 | 2 | 10 | 12 | 19 | 14
NALP3 yeast inh | -1 | -5 | 3 | 14 | 18 | 17 | 6 | 5
NR3A LBD binder | 4 | -15 | 1 | -2 | 0 | -1 | -1 | /
APJ ag | 0 | -2 | -6 | -2 | -3 | 0 | -1 | 8
MPTP block | -1.6 | 8.4 | -4.9 | 1.6 | 0.0 | 3.0 | 12 | /
tim23-1 inh | 1 | 31 | 8 | -6 | 23 | 18 | 13 | 20
beta cell repl | 0 | -4 | -3 | 1 | -4 | 3 | -2 | -3
APJ antag | -23 | -11 | 6 | 29 | 3 | 4 | 7 | -26

Some entries already given with just NALP3 yeast inh.
entry	canonical_smiles	NALP3 yeast inh
10	COc1ccc2cc(CN(Cc3cccs3)Cc3nnnn3Cc3ccccc3)c(=O)[nH]c2c1	-5
11	CSc1nc(=NC(C)=O)ss1	3
12	COc1ccccc1C(C)NC(=O)Cc1ccsc1 (centres undefined)	14
13	Cc1cccc(-n2c(C)cc(C(=O)NC3CCCCC3)c2C)c1	18

Additional structures follow.
17. CC1(C)CC2CC(C)(CN2C(=O)COC(=O)c2ccc(O)cc2O)C1 (centres undefined)
18. O=C(CNC(=O)c1ccc(S(=O)(=O)N2CCCC2)cc1)N/N=C/c1ccccc1
19. O=C(Nc1ccnn1C1CCN(Cc2ccc(OC(F)F)cc2)CC1)C1CCCC1
20. O=C(COc1cc2oc(=O)c3c(c2cc1Cl)CCC3)NCc1ccncc1
21. COc1ccc(CCNC(=O)c2cccc(S(=O)(=O)N3CCCC3)c2)cc1
22. CC(C)c1ccc(NC(=O)COC(=O)C2CCCCC2)cc1
23. O=[n+]1c2c(n([O-])c3cc(Br)ccc31)CCC2
24. O=c1c2cc(N3CCOCC3)ccc2[nH]c(=S)n1Cc1ccccc1Cl
Compound | 17 | 18 | 19 | 20 | 21 | 22 | 23 | 24
TIM10 inh | 25 | 9 | 0 | 6 | -5 | 18 | -50 | 8
tim10-1 inh | 5 | -6 | 6 | 20 | 16 | 18 | 5 | 9
NALP3 yeast inh | -15 | 1 | 6 | 8 | 4 | -3 | 16 | -12
NR3A LBD binder | 4 | 1 | 2 | -2 | 4 | -1 | -1 | -3
APJ ag | -5 | 0 | -5 | -4 | -1 | -3 | 0 | 3
MPTP block | 1.3 | -1.2 | -0.4 | -1.3 | -0.8 | -0.6 | -2.6 | -7.2
tim23-1 inh | 34 | -4 | 4 | 10 | 5 | 39 | 4 | 9
beta cell repl | -1 | -2 | -3 | 1 | -5 | 0 | -4 | -4
APJ antag | 8 | 10 | 7 | 24 | 2 | 6 | -8 | -23

25. O=C(NCc1ccon1)c1ccc(OC2CCN(CCc3ccccc3)CC2)cc1
26. CC(C(=O)NC1CCCC1)N(C(=O)c1ccc(-c2ccccc2)[nH]1)c1ccccc1F (centres undefined)
27. Cc1ccc(NC(=O)CN2CCc3cc4c(cc3C2)OCCCO4)cc1C
28. O=C(O)c1ccc2c(=O)n3c(nc2c1)/C(=C/c1ccc(Cl)c(Cl)c1)CC3
29. CC(=O)Nc1ccc(NC(=O)c2ccc(CSc3ccccc3)o2)cc1
30. COC(=O)c1c(SCC(=O)Nc2ccc(C)c(C)c2)nc(=O)[nH]c1C
31. COc1ccc(CCNC(=O)COC(=O)C2CCCCC2)cc1
32. CCOC(=O)CSc1nc2sc3c(c2c(=O)[nH]1)CC(C)(CC)OC3 (centres undefined)
Compound | 25 | 26 | 27 | 28 | 29 | 30 | 31 | 32
TIM10 inh | -5 | 15 | -10 | 13 | -81 | -12 | 12 | 22
tim10-1 inh | -6 | 36 | 31 | 6 | -4 | 8 | 12 | 20
NALP3 yeast inh | 6 | 21 | 19 | 4 | -2 | -8 | 7 | 4
NR3A LBD binder | -1 | -1 | -2 | 2 | -13 | 0 | -1 | 1
APJ ag | -3 | -5 | -3 | -4 | -1 | -5 | -4 | 2
MPTP block | -2.1 | 11 | -1.0 | 0.3 | -0.6 | 0.0 | -0.3 | 3.4
tim23-1 inh | -1 | 38 | 37 | 21 | -45 | 2 | 16 | 28
beta cell repl | -3 | -6 | -6 | -5 | 0 | -1 | -2 | -3
APJ antag | 14 | 17 | 5 | 20 | 1 | 3 | 3 | -6

33. COc1ncccc1-c1nnn(-c2ccccc2)n1
34. C=CCN1C(=O)c2ccc(C(=O)OCC(=O)Nc3ccccc3OC)cc2C1=O
35. Clc1cccc(/C=N/Nc2nc(Cl)nc3ccccc23)c1
36. Cc1ccc(S(=O)(=O)N2CCC(C(=O)OCCOc3cccc(C)c3)CC2)cc1
37. Cc1c(CNC2CCCC(C)C2C)c(C(=O)O)c(C)n1Cc1ccccc1 (centres undefined)
38. CN1CCN(CC(=O)N/N=C/c2ccc(F)c(F)c2)CC1
39. NC(=O)CC[C@H](NC(=O)c1ccc(F)cc1)C(=O)OCC(=O)Nc1ccc(N2CCOCC2)cc1
40. COc1ccc(S(=O)(=O)N2CCOC2CNC(=O)C(=O)NCc2ccc3c(c2)OCO3)cc1 (centres undefined)
Compound | 33 | 34 | 35 | 36 | 37 | 38 | 39 | 40
TIM10 inh | 4 | -9 | 15 | 24 | 4 | 5 | -3 | 1
tim10-1 inh | -15 | 2 | 23 | 40 | 11 | -3 | -4 | -1
NALP3 yeast inh | 15 | -2 | 9 | 3 | 11 | 2 | 13 | 6
NR3A LBD binder | 0 | 0 | 0 | 20* | 3 | -1 | -2 | 3
APJ ag | -2 | -2 | -6 | -1 | -5 | -3 | 0 | -3
MPTP block | 0.0 | 1.1 | 2.5 | 2.7 | -0.1 | -0.3 | -0.3 | -0.2
tim23-1 inh | 1 | 10 | 22 | 47 | 5 | 2 | 6 | -1
beta cell repl | -3 | 0 | -5 | 2 | 0 | -1 | -2 | 2
APJ antag | -51 | 3 | 16 | 6 | 12 | 3 | -2 | 13

41. Cn1c(O)c(/C=N/Nc2ccccc2)c(=O)n(C)c1=O
42. CCN(CC)CC(C)OC(=O)COc1ccc(OC)cc1 (centres undefined)
43. CCCCCCC[C@H](N)[C@H](O)C(=O)N(C)[C@@H](CCS(C)=O)C(=O)N[C@@H](Cc1ccc(O)cc1)C(=O)N[C@@H](Cc1ccc(O)cc1)C(=O)O (some centres undefined)
44. O=C(CCl)Nc1cn(-c2ccccc2)nc1-c1ccccc1
45. O=C(CSc1cccc[n+]1[O-])Nc1cc(S(=O)(=O)N2CCOCC2)ccc1N1CCOCC1
46. CC(C)=CC(=O)Nc1ccc(Br)cc1
47. O=C(Nc1ccccc1)Nc1ccccc1C(=O)NCc1ccco1
48. CN(C)CC(C)(C)CNCc1cc(=O)oc2ccc3ccccc3c12
Compound | 41 | 42 | 43 | 44 | 45 | 46 | 47 | 48
TIM10 inh | -89 | 10 | 2 | 14 | -12 | -10 | 1 | -5
tim10-1 inh | -21 | 5 | -5 | 30 | -14 | -17 | 13 | 1
NALP3 yeast inh | 21 | 1 | 10 | 38 | 0 | 37 | 4 | 13
NR3A LBD binder | -1 | -1 | 1 | 0 | 1 | -11 | 4 | -5
APJ ag | -2 | 0 | -4 | 2 | -2 | 2 | 3 | -1
MPTP block | -2.4 | 1.9 | 1.0 | -0.2 | 3.3 | 1.8 | 0.0 | 0.2
tim23-1 inh | 0 | 10 | -2 | 60* | 0 | 9 | 8 | 18
beta cell repl | 0 | 1 | -2 | -6 | 3 | 0 | -1 | -1
APJ antag | 7 | -3 | 3 | -19 | -18 | -13 | 9 | -14
